Source: PubChem BioAssay (National Center for Advancing Translational Sciences (NCATS))
IMPase cell inh: membrane-permeable compound that blocks inositol monophosphatase | CHO-M1 cells, IP1 accumulation, HTRF TR-FRET ratio | inhibition (IP1 accumulation), % at 46.1 µM | 120,000 tested, under 10 active | P97697; active = well fitted curve in the direction sought with a large enough effect in the signal ratio, not every such curve was filed as active; inconclusive = small, poorly fitted or top-dose-only effect, or a change in a side signal; inactive = no such curve, though single readings can be large or run the other way; the % refers to the signal ratio;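 also: cells stimulated with carbachol in lithium chloride buffer; plate controls were DMSO basal wells for no effect and reference inhibitor wells for full effect; higher means more IMPase inhibition seen as more IP1 and lower FRET ratio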
Target sequence (P97697 whole entry, looked up): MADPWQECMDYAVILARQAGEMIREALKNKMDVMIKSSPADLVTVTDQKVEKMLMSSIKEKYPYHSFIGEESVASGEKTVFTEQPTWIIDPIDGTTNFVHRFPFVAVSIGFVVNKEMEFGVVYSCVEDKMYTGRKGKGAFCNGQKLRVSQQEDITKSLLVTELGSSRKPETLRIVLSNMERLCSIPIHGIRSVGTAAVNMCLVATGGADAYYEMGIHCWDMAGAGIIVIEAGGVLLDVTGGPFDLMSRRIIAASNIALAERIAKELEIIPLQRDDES
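Elevated IP1 in lysates lowers TR-FRET signal (665/620 ratio and 620 channel reported). Cells were CHO-M1, given carbachol (50 uM as added) plus 50mM LiCl, pH 7.4, 30 min, 37C; compounds titrated up to 46 uM; AC50 by Hill equation.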
12-hLO inh: blocks human 12-lipoxygenase activity; 0.12% of 150,000 active; purified 12-hLO, xylenol orange hydroperoxide absorbance; Potency, µM (highest dose often 57.1 µM), inactives show at the highest dose activity change, negative = inhibition, usual class: inhibitors; AID 1452; also: potency is read from the fitted curve at half-maximal effect; nearly all actives have a fitted effect of over 55% in size; many of its hits are not listed in these tables
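150 nM 12hLO, 25 mM Hepes pH 7.0 + 0.01% Triton X-100; cpd preinc 15 min RT; 40 uM arachidonic acid, 30 min RT; Fe-XO 30 min; A573/A405 ratio as read-out.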
PNC assembly inh: inhibitors of perinucleolar compartment assembly; PC3M PTB-GFP, PNC prevalence imaging, 16 h; hits give low values; activity change (PNC), negative = inhibition, % at 10 µM; 3.1% of 140,000 active; AID 2417;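 active = readout at or below -70, meaning at least 70% loss of cells showing the perinucleolar compartment, a nuclear body marking cancer cells; inconclusive = readout between -30 and a set limit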;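 also: plate controls were DMSO wells for no effect and camptothecin positive control wells for full effect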
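Read-out is percentage of cells bearing a perinucleolar compartment, from automated 20x imaging of fixed, Hoechst-stained PC3M PTB-GFP cells. Cells were seeded 4 h, then exposed 16 h to compound (23 nl of library stock) in duplicate plates.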
ALOX15B inhib: 15-hLO-2 (ALOX15B) enzyme inhibition; purified 15hLO-2, xylenol orange hydroperoxide absorbance; Potency, µM (series often up to 57.1 µM), inactives show at the top dose activity change, negative = inhibition, hits mostly inhibitors; AID 881; O15296; 0.56% of 110,000 active; also: potency is read from the fitted curve at half-maximal effect; nearly all actives have a fitted effect of over 60% in size; many of its hits are not listed in these tables
Target sequence (O15296 whole entry, looked up): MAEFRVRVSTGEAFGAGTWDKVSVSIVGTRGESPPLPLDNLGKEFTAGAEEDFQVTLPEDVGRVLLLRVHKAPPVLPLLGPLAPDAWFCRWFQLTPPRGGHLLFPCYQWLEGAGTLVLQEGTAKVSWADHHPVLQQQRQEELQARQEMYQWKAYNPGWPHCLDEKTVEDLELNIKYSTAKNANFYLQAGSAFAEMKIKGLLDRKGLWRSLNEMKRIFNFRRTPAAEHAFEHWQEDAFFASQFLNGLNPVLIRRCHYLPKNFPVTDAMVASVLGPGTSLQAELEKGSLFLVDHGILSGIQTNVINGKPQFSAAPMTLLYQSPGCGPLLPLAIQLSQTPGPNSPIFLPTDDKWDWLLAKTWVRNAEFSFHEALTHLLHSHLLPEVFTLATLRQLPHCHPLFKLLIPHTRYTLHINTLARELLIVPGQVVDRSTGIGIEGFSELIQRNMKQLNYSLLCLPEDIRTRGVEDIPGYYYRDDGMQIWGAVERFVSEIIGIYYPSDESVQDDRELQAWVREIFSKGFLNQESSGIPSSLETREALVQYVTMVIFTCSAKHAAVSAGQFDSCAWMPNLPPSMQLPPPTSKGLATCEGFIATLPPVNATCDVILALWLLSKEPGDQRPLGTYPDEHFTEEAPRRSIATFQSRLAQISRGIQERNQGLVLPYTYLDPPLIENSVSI
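Enzyme 50 nM, AA 45 uM, 25 mM Hepes pH 7.5 + 0.01% Triton X-100; cpd preinc 15 min RT, rxn 90 min RT; stop/detect with 200 uM XO + 300 uM Fe(II) in 50 mM H2SO4, 30 min; A573/A405.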
* marks the source's active call; other numbers are inactive results; ? = inconclusive; . = not tested or not shown; [ ] = another dose, or the depositor's remark. Unless noted, calls follow the shape of the dose curve; as a rule, active = well fitted curve in the direction sought with a large enough effect; inconclusive = small, poorly fitted or top-dose-only effect, or another doubt; inactive = no such curve, though single readings can be large; an effect the other way counts as inactive or inconclusive. Unless noted, % is scaled to controls: 0 for no effect and ±100 for the full control effect. Some of the compounds tested. The share of hits here may be higher or lower than overall.

Fields – IMPase cell inh | 12-hLO inh | PNC assembly inh | ALOX15B inhib
- CCCCc1ccc(NC(=O)COCC)cc1
  5 | 4% | -24 | -2%[2.29 µM]
- CN(C)S(=O)(=O)c1ccc(N2CCCC2)c(C(=O)Nc2nc(-c3cc(F)ccc3F)cs2)c1
  . | -4% | -23 | .
- COCCCNC(=O)c1sc2ncnc(N3CCc4ccccc4C3)c2c1C
  -10 | 0% | 21 | .
- CCOC(=O)c1sc(N(C)C)nc1-c1ccccc1
  -2 | 1% | 35 | .
- FC(F)(F)c1cc(C(F)(F)F)c2ccc(N3CCN(c4ncccn4)CC3)nc2n1
  3 | -6% | ? | -7%
- CCOC(=O)c1c(CN(C)C)n(C)c2ccc(OC(C)=O)cc12
  3 | -1% | 35 | -3%
- CCCCN(C)S(=O)(=O)c1c(C)[nH]c(=O)[nH]c1=O
  4 | 5% | -23 | -1%
- Cc1cc(C)c(NC(=O)Nc2ccccc2)c(Cl)c1
  . | 4% | -114* | .
- O=C(O)C1CCCN1C(=O)c1cncc(Br)c1 (stereo not drawn)
  4 | -8% | -13 | -4%
- Cc1cc(C)nc(NC(=O)CCCC(=O)O)c1
  -2 | 2% | 4 | 2%
- CN(CC1CCCO1)S(=O)(=O)c1ccc(C(=O)Nc2nc(-c3ccccn3)cs2)cc1 (stereo not drawn)
  -10 | 3% | 59 | .
- O=C(Nc1cccc(Br)c1)/C(=C\c1cccnc1)NC(=O)c1ccco1
  1 | 2% | ? | .
- Cc1ccccc1NC(=O)c1ocnc1C
  1 | 4% | 42 | .
- COc1ccc(NC(=O)c2cccnc2)c(OC)c1
  14 | 4% | 7 | 3%
- CCc1ccc(C(=O)C(C)OC(=O)C2COc3ccccc3O2)cc1 (stereo not drawn)
  . | -1% | 38 | .
- CC(C)CCSc1nc(N2CCOCC2)c2c(c1C#N)CC(C)(C)OC2
  12 | -3% | 15 | 4%
- CC(=NCC(=O)O)c1ccccc1
  . | -11%[11.4 µM] | . | -13%[11.4 µM]
- CCOC(=O)/C(O)=C/c1ncc(C(F)(F)F)cc1Cl
  6 | -1% | 31 | 7%
- COCCn1c(C)cc(C2=NNC(=Nc3ccccc3F)SC2)c1C
  0 | -26% | 14 | ?
- CCOc1ncccc1C(=O)OCC(=O)NCCc1ccccc1
  -3 | 5% | ? | -3%
- C=CCn1c(-c2ccc(Cl)cc2)ccc(C#N)c1=O
  8 | -18% | 74 | 18%
- CCOC(=O)N1CCN(CC(=O)Nc2c(C(=O)OC)[nH]c3ccc(Cl)cc23)CC1
  10 | -7% | 23 | 2%
- O=C1N(c2ccccc2)C(c2ccc(Cl)cc2)N2CCCN12 (stereo not drawn)
  -1 | -2% | ? | .
- O=C(Nc1scc(-c2ccc(F)cc2)c1C(=O)O)c1ccco1
  2 | -3% | 31 | -6%
- O=C(CCN1CCCC1)Nc1cccc(Br)c1
  -3 | 5% | -21 | 12%
- CCOc1ccc(C(c2c(NC(=O)c3ccccc3)sc(C)c2C)N2CCN(CCO)CC2)cc1 (stereo not drawn)
  . | ? | 32 | .
- CCn1c2ccccc2c2nnc(SCC(=O)c3ccccc3)nc21
  4 | 1% | ? | -11%
- Cc1ccc(C2CC(=O)Oc3ccc(O)cc32)cc1 (stereo not drawn)
  . | -4%[0.00818 µM] | . | ?
- O=c1sc(N2CCN(c3ccc(F)cc3)CC2)nc2ccsc12
  6 | -1% | 0 | 2%
- COc1ccc(CCC(C)Nc2ccc(F)c(F)c2)cc1 (stereo not drawn)
  . | -1% | 25 | .
- CCN(CC)C1=CC2=CC(=C(C#N)C#N)CCC2CC1 (stereo not drawn)
  . | -13% | -134* | .
- Cc1ccccc1-c1noc(-c2ccccc2C(=O)N2CCCC2)n1
  -3 | -3% | ? | -6%
- C/C(Cl)=C/Cn1c(N2CCCC2)nc2c1c(=O)n(C)c(=O)n2C
  -3 | -3% | -11 | -7%
- O=[N+]([O-])c1ccc(/C=C/c2ccc3cccc([N+](=O)[O-])c3n2)cc1
  . | 18% | -9 | .
- CCOC(=O)C(NS(=O)(=O)c1ccccc1)(C(F)(F)F)P(=O)(OC(C)C)OC(C)C (stereo not drawn)
  -6 | 3% | ? | -5%
- CC(C)(C)NC(=O)Cn1nnc(-c2ccc(S(C)(=O)=O)cc2)n1
  0 | -5% | -22 | 2%
- Cc1ccc(C2C(C#N)=C(N)Oc3c2sc2ccccc32)o1 (stereo not drawn)
  4 | ? | ? | -28%
- NC(CSCC(=O)O)C(=O)O (stereo not drawn)
  . | 4%[0.00818 µM] | . | -1%[0.0915 µM]
- Cc1cccc(OCC(=O)Nc2nc3ccc([N+](=O)[O-])cc3s2)c1
  -4 | -12% | ? | -4%
- Cc1ccc(CNC(=O)C2(c3cccs3)CCOCC2)cc1
  -6 | -3% | ? | .
- Cc1ccc(C2(CCN)CCOC(C(C)C)C2)cc1 (stereo not drawn)
  17 | -2% | -11 | .
- Cc1ccc(NCC(=O)N/N=C\C(Br)=C\c2ccccc2)cc1
  10 | -8% | ? | -4%
- CC(C)OC(=O)c1c(NC(=O)c2ccco2)sc2c1CCCC2
  0 | -3% | 13 | .
- COCCOCCOCCC(=O)NC1CC2CCC1(C)C2(C)C (stereo not drawn)
  4 | 0% | -21 | -1%
- NC(=O)C1CCN(Cc2nc3cc(Cl)ccc3c(=O)[nH]2)CC1
  5 | -15% | -21 | -13%
- Cc1ccc(F)cc1NC(=O)c1cccc(N(C)C)c1
  1 | 1% | -7 | -4%
- CN(C)S(=O)(=O)N1CCN(Cc2ccccc2)CC1
  -1 | 3% | ? | 3%
- COc1ccc(Oc2c(Cl)cnn(-c3ccc(F)cc3)c2=O)cc1
  9 | 1% | -10 | 2%
- CCCn1c(SCC(=O)O)nc2ccccc21
  9 | -3% | ? | -6%
- CC(Sc1nnc(-c2cccnc2)n1-c1ccccc1F)C(=O)N1CCCc2ccccc21 (stereo not drawn)
  20 | -1% | 1 | .
- COc1ccc(C(=O)N(Cc2ccc(N(C)C)cc2)C2CCS(=O)(=O)C2)cc1 (stereo not drawn)
  7 | 2% | 32 | 0%
- Cc1nn(C)c(C)c1Sc1ccc(Br)cc1
  4 | -8% | ? | 12%
- O=C(Nc1cccc(F)c1)Nc1ccccn1
  4 | 0% | 37 | -1%
- Cc1coc2c(O)cc3c(c12)OC1(N2CCCCC2)C(=O)NCCCC31 (stereo not drawn)
  . | ? | 9 | .
- CC/C(=N/NC(=O)c1ccccc1)c1ccc(OCCN2CCOCC2)cc1
  . | 2% | -12 | .
- COc1ccc(NC(=S)Nc2ccc(OCc3ccccc3)cc2)c(OC)c1
  -1 | ? | 28 | .
- CCOC(=O)N1CCN(Cc2ccccn2)CC1
  12 | -7% | 19 | -16%
- O=C(Nc1ccc(C(F)(F)F)cc1)c1cccnc1N1CCOCC1
  2 | 0% | 3 | 3%
- O=c1[nH]c(NCCO)nc2ncn(Cc3ccccc3)c12
  0 | -1% | -29 | 4%
- CCC(c1nc2ccccc2c(=O)n1CCN1CCOCC1)N1C(=O)c2ccccc2C1=O (stereo not drawn)
  1 | 1% | -8 | 1%

Carrying on.
Fields – IMPase cell inh | 12-hLO inh | PNC assembly inh | ALOX15B inhib
- COc1ccc(CCn2c(C)cc(C(=O)CSc3nnnn3-c3ccccc3)c2C)cc1
  14 | 2% | 0 | 0%
- Cc1cccc(N(CC(=O)Nc2ccccc2-c2ccccc2)S(=O)(=O)c2ccccc2)c1C
  36[activator] | 2% | 9 | .
- CCCC(c1nnnn1Cc1ccccc1)N1CCN(c2ccccc2OC)CC1 (stereo not drawn)
  ? | 4% | 22 | -10%
- CCCCn1c(SCC(=O)Nc2cc(C)on2)nnc1-c1cccnc1
  -3 | 10% | ? | 3%
- CNc1nc(Cl)nc(NC(C)(C)C)n1
  -4 | -1% | 0 | 0%
- O=C(O)/C=C/C(=O)Nc1ccccc1-c1ccccc1
  3 | -17% | -109* | ?
- COC(=O)[C@@]1(Cc2ccccc2)[C@H]2c3cc(C(=O)N(C)C)n(Cc4c(CO)[nH]cc(C)c4=O)c3C[C@H]2CN1C(=O)c1ccccc1
  . | -2% | . | 4%
- Cn1nc(-c2ccc(Cl)cc2)c2cc(C(=O)NCCN3CCOCC3)sc21
  -2 | -5% | -30 | 34%[activator]
- O=C1CCCc2c1nc(-c1cccc(Cl)c1)n2O
  -8 | 4% | ? | -3%
- Cc1occc1C(=O)NC1CCCc2ccccc21 (stereo not drawn)
  -5[1.84 µM] | 5% | -28 | 6%[11.4 µM]
- CCCC(=O)N(CCc1ccc(OC)cc1)Cc1nc2ccccc2c(=O)[nH]1
  5 | -2% | 46 | 4%
- COc1cc2c(=O)n(CC3CCCO3)c(=O)n(CC(=O)Nc3ccc(F)cc3F)c2cc1OC (stereo not drawn)
  ? | 5% | -26 | -2%
- COC(=O)C1=C(C)N=c2s/c(=C3\C(=O)Nc4ccccc43)c(=O)n2C1c1ccccc1 (stereo not drawn)
  -6 | 1% | -15 | .
- CCN1C(=O)c2cccc3c(S(=O)(=O)Nc4ccccn4)ccc1c23
  -4 | -3% | 33 | -2%
- Cc1ccc(Nc2ncnc3nc[nH]c23)cc1Cl
  -6 | -1% | -3 | 28%
- COc1ccccc1CNC(=O)c1ccc(Br)o1
  . | 1%[0.00818 µM] | ? | 15%[0.0915 µM]
- CCOc1cc(/C=N/n2cnnc2)cc(Br)c1O
  29 | -6% | 8 | -2%
- Cc1oc(=O)c(NC(=O)c2ccccc2)cc1C(=O)c1ccccc1
  7 | -7% | 25 | -26%
- O=c1ccccn1Cc1ccccc1F
  -4 | -4% | 36 | -2%
- O=C(Nc1cccnc1N1CCOCC1)c1ccco1
  1 | -1% | 33 | -2%
- Cc1cccc(NC(=O)CSc2nnnn2-c2cccnc2)c1
  13 | -1% | 15 | -4%
- O=C(CNc1cccc(C(F)(F)F)c1)N/N=C/C1CCCCC1
  . | 0% | -14 | .
- CC(C)(C)c1ccc(-c2cc(C(=O)NNC(=O)Nc3ccccc3)c3ccccc3n2)cc1
  -1 | -6% | 1 | 7%
- CCc1cccc(NC(=O)Cc2cn(C)c3ccccc23)c1
  0 | -6% | 5 | -1%
- CC1=Nc2ccccc2/C1=C/c1sc(=N)n(-c2nccs2)c1O
  5 | -19% | -12 | -9%
- COc1ccc2c(CC(=O)Nc3c(C)n(C)n(-c4ccccc4)c3=O)coc2c1
  -4 | -21% | 20 | -11%
- COC(=O)CNC(=O)c1nn(-c2cccc(OC)c2)c(=O)c2ccccc12
  -2 | -2% | 7 | 2%
- CC1(C)CC(=O)c2cc(OCC(=O)NCc3cccnc3)ccc2O1
  -4 | -2% | 10 | -8%
